Screening data from PubChem BioAssay.
Tat transport – blocks Tat-dependent protein export in E. coli; E. coli MC4100 TorA-mCherry Tat export, fluorescence; inhibition, % at 10 µM; hit rate 0.036% among 340,000; AID 488895;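 active means mean replicate inhibition at least 50% and at least half of replicates individually reaching 50%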;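 further: exported cargo escapes ClpAP degradation while cytoplasmic cargo is degraded and loses fluorescence; 0% = median of neutral control wells and 100% = median of NaSCN control wells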
Rtt109 Vps75 – C. albicans Rtt109 histone acetyltransferase inhibition; Q5AAJ8; purified Rtt109/Vps75, ThioGlo CoA-SH fluorescence, 4 h; AID 540336; inhibition, % at 34.9 µM; hit rate 0.16% among 330,000;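 active means inhibition of at least 50% in every replicate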
Target sequence (Q5AAJ8 whole entry, looked up): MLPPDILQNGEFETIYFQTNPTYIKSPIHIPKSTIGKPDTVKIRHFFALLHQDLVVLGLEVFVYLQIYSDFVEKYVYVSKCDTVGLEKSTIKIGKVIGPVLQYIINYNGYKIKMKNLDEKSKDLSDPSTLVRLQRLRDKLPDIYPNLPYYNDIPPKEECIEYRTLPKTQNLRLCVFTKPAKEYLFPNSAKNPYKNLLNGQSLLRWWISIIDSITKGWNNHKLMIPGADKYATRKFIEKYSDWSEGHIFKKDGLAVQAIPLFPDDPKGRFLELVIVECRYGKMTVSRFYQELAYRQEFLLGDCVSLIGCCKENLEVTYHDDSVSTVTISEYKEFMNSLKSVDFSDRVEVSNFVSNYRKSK
V-ATPase pHluor – alters yeast V-ATPase proton transport; hit rate 0.37% among 350,000; AID 504577; response, % at 10 µM; S. cerevisiae, pHLuorin cytosolic pH fluorescence; in the data active means response mostly above about 7.3%, no sharp cut-off; inactive means mostly below about 5.4%; further: actives read high; inactives centre near 0; some compounds called inactive have numbers as strong as hits
dFosB activator – mouse delta FosB homodimer activation | purified delta FosB, TAMRA-CDK5 oligo fluorescence polarization; percent of positive-control signal above neutral wells | P13346 | hit rate 0.99% among 340,000 | activation, % at 25 µM | AID 493131;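 active means mean activation above about 17%, with every replicate also reaching it, limit read from the data, passing the limit was not always enough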;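 further: fluorescence polarization rise as delta FosB binds a TAMRA Cdk5 AP-1 oligo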
Target sequence (P13346 whole entry, looked up): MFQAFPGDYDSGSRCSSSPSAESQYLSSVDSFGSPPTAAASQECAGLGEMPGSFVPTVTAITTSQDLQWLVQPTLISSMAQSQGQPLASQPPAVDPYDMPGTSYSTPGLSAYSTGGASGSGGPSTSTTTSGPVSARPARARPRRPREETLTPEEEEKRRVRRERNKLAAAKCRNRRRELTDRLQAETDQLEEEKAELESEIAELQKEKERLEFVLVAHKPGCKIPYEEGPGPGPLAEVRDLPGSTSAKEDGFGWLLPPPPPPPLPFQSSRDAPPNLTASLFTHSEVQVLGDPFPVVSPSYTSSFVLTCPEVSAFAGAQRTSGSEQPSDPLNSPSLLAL
MITF act – activators of MITF-driven TRPM1 promoter activity in SK-MEL-5 cells. SK-MEL-5 TRPM1-promoter luciferase, 24 h; % of positive control, neutral wells = 0. activation, % at 12.5 µM. hit rate 0.75% among 300,000;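 active means mean activation of at least 80% with every replicate also reaching 80%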;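 further: 0% = neutral control wells and 100% = parthenolide positive control wells; values of inactives mirror those of a sister screen read the other way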
Wnt act – Wnt/beta-catenin pathway activation; activation, % at 9.35 µM; Wnt/beta-catenin reporter cell assay, activator, plate reader; hit rate 1.2% among 300,000; in the data active means activation above about 30%, passing the limit was not always enough;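 further: 0% = neutral control wells and 100% = positive control wells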
CAL PDZ FP-1 – blocks peptide binding to the human CAL PDZ domain; Q9HD26; purified CAL PDZ, TMR-peptide fluorescence polarization, 1 h; inhibition, % at 24.9 µM; hit rate 0.92% among 300,000; AID 602252;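 active means mean inhibition of at least 30% with at least half of replicates also reaching 30%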;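 further: 0% = DMSO neutral control and 100% = excess unlabeled competitor peptide PRC23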
CAL PDZ FP-2 – blocks peptide binding to human CAL PDZ domain. Q9HD26. inhibition, % at 20 µM. AID 504414. purified CAL PDZ, TMR-peptide fluorescence polarization, 1 h. hit rate 0.02% among 330,000;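 active means highest replicate inhibition of at least 40%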;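 further: plate controls were DMSO neutral control wells for no effect and unlabeled competitor peptide control wells for full effect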
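Control set: unlabelled peptide and DMSO controls / Material: purified CerCALP PDZ construct / Timing: 1 h incubation at room temperature before polarization reading / Doses: 20 µM, one dose / Detection: fluorescence polarization (mP)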
CDK5 p35 inh – inhibitors of human CDK5/p35 kinase | Q00535+Q15078 | Recombinant CDK5/p35, ADP-Glo luminescence, 60 min | hit rate 0.01% among 330,000 | AID 488839 | inhibition, % at 10 µM;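 active means highest replicate inhibition of at least 50% and at least 75% of replicates reaching 50%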;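 further: plate controls were DMSO neutral control for no effect and GW8510 at 10 µM for full effect; many of its hits are not listed in these tables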
RTF Ca sens act – increases calcium sensitivity of human cardiac regulated thin filaments. AID 493008. activation, % at 7.2 µM. hit rate 0.24% among 340,000. IANBD-labeled TnC RTF fluorescence at EC20 calcium; 0% EC20 calcium, 100% full calcium;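 active means activation above the mean over all tested compounds plus 3 SD, cut at about 30% in these data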;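 further: rise in fluorescence read as greater calcium sensitivity of cardiac thin filaments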
* marks the source's active call; other numbers are inactive results; . = not tested or not shown.

SMILES | Tat transport | Rtt109 Vps75 | V-ATPase pHluor | dFosB activator | MITF act | Wnt act | CAL PDZ FP-1 | CAL PDZ FP-2 | CDK5 p35 inh | RTF Ca sens act
CC(C)N(Cc1ccccc1)C(=O)COC(=O)c1ccc(O)cc1 | -10 | 6 | 2 | -6 | 3 | 1 | -2 | -0.5 | -4.6 | -3
COc1ccc(Cc2c(O)nc[nH]c2=O)cc1 | -1 | 6 | 3 | 3 | 1 | . | -2 | 0.3 | -1.9 | -4
Cn1nnnc1SCC(=O)Nc1ncc(C(F)(F)F)cc1Cl | 8 | 2 | -1 | 4 | -5 | -4 | 0 | -1.9 | -0.1 | 4
O=C(Cn1nnc(-c2ccccc2F)n1)Nc1ccc2c(c1)OCCO2 | -14 | -1 | -2 | 14 | 8 | -3 | -6 | -1.1 | -1.3 | -1
Cc1cccc(N2CCN(c3ccc(NC(=O)/C=C(/C(=O)O)c4ccccc4)cc3)CC2)c1 | 1 | -1 | 4 | -9 | 1 | -2 | 2 | . | 2.4 | -1
Cn1cccc1-c1cc(C(=O)N/N=C/c2ccc(Cl)cc2)[nH]n1 | -2 | 6 | 5 | -7 | 9 | 5 | 1 | -3.0 | 4.9 | 1
CCCC12CN(C(=O)c3ccco3)CC(CCC)(CN(C(=O)c3ccco3)C1)C2=O | 0 | 8 | 2 | -15 | 6 | -1 | 6 | 0.0 | 1.0 | 0
COc1cc(CCCN2C(=O)C(=O)NC[C@H]2Cc2cccc3ccccc23)cc(OC)c1OC | -1 | 4 | 3 | -5 | 7 | -5 | 3 | 0.2 | -0.5 | 7
Cc1nc(-n2ncc(C#N)c2N)c2c3c(sc2n1)CCC3 | 11 | -7 | 4 | -3 | 12 | -5 | -3 | -0.8 | 0.6 | -3
Cc1cccc(N2CCN(S(=O)(=O)c3c(C)nc4scc(C)n4c3=O)CC2C)c1 (stereo unspecified) | 10 | 5 | 0 | -8 | 9 | -2 | . | -0.4 | 0.6 | -4
CCc1nc(SCC(=O)O)c(C#N)cc1C | 7 | 0 | 6 | 0 | 10 | -1 | 3 | -0.9 | 4.7 | 0
CCOc1ccccc1NC(=O)CSc1nnc(NC(=O)c2ccco2)s1 | -17 | 11 | -7 | 1 | 4 | -1 | -2 | 0.7 | 1.1 | -2
COc1ccc(S(=O)(=O)N2CCOCC2)cc1NC(=O)COC(=O)C1CC2CCCC(C1)C2=O (stereo unspecified) | 15 | 1 | 0 | 1 | 7 | -2 | 3 | -1.5 | 1.2 | 1
COc1ccc(-c2[nH]ncc2CN(C)CC2CCCCO2)cc1F (stereo unspecified) | 0 | 3 | -2 | -3 | 2 | 1 | . | 0.3 | -0.5 | 4
Cc1cc(C)c2cc(C#N)c(N3CCCN(C(=S)NCCCN(C)C)CC3)nc2c1 | -8 | -1 | 0 | 11 | -87 | 0 | . | -8.5 | -1.6 | 2

An excerpt from above with just Rtt109 Vps75, RTF Ca sens act and CAL PDZ FP-2:
compound	Rtt109 Vps75	RTF Ca sens act	CAL PDZ FP-2
O=C(Cn1nnc(-c2ccccc2F)n1)Nc1ccc2c(c1)OCCO2	-1	-1	-1.1
Cc1cccc(N2CCN(c3ccc(NC(=O)/C=C(/C(=O)O)c4ccccc4)cc3)CC2)c1	-1	-1	.

Quoted from the listing.
O=C(Cn1nnc(-c2ccccc2F)n1)Nc1ccc2c(c1)OCCO2 in CDK5 p35 inh = -1.3
COc1cc(CCCN2C(=O)C(=O)NC[C@H]2Cc2cccc3ccccc23)cc(OC)c1OC in CDK5 p35 inh = -0.5

Additional records
SMILES | Tat transport | Rtt109 Vps75 | V-ATPase pHluor | dFosB activator | MITF act | Wnt act | CAL PDZ FP-1 | CAL PDZ FP-2 | CDK5 p35 inh | RTF Ca sens act
Cc1ccc(-n2nnnc2SCC(=O)Nc2sccc2C#N)cc1 | -1 | -2 | -2 | -4 | -2 | . | 1 | 1.1 | 0.7 | 9
CCN(CC)S(=O)(=O)c1cc([N+](=O)[O-])ccc1N=Nc1c(O)[nH]c2ccccc12 | -4 | -2 | 1 | 2 | -16 | 1 | -4 | 0.4 | 0.5 | 7
CCOC(=O)N1CCN(C(=O)COc2ccc(S(=O)(=O)NC3CCCCC3)cc2C)CC1 | -2 | -24 | 3 | -9 | -8 | -1 | 6 | 0.9 | 1.1 | -8
COc1ccccc1CNS(=O)(=O)c1ccc2[nH]cc(C(=O)O)c(=O)c2c1 | -3 | 0 | 2 | -6 | -10 | . | -3 | -3.5 | -2.0 | 2
N#C/C(=C\c1cc(Cl)cc(Cl)c1O)C(=O)NC1CCCCC1 | -3 | 16 | 15* | -7 | -7 | 0 | 0 | 0.3 | -2.1 | 6
S=c1nc(-c2ccccc2Cl)[nH][nH]1 | 9 | -7 | 0 | -5 | 5 | -1 | -5 | -0.7 | 5.5 | 2
Cc1nn(-c2ccccc2)nc1CNC(=O)CC(C)(C)C | -10 | -2 | 1 | -2 | -14 | 2 | 0 | -0.3 | 0.9 | -2
CC(=O)C1=NOC2C(=O)N(c3ccc(Cl)cc3)C(=O)C12 (stereo unspecified) | -2 | -6 | 1 | -6 | 1 | -3 | -4 | -0.5 | 0.5 | 6
O=C(/C=C/c1cccc([N+](=O)[O-])c1)OCC(=O)c1ccccc1 | -7 | 1 | -1 | -6 | 4 | 0 | . | 0.0 | -1.5 | -1
CC1CC2C3CCC4=CC(=O)C=CC4(C)[C@@]3(Cl)C(O)CC2(C)C1(O)C(=O)CO (stereo partly specified) | -9 | -1 | 2 | 3 | 13 | -2 | -2 | -0.1 | -0.9 | 3
COc1ccc(S(=O)(=O)c2cnc3ccc(OC)cc3c2N2CCC3(CC2)OCCO3)cc1 | 5 | 6 | -1 | 0 | 9 | 0 | -6 | -2.6 | -0.5 | 0
CC(NC(=O)C1CCCC1)c1ccc2c(c1)OCCO2 (stereo unspecified) | -3 | -3 | 1 | 9 | -12 | . | -6 | 0.7 | 0.4 | -1
OCC1(CCOc2ccccc2)CCN(C2Cc3ccccc3C2)CC1 | -4 | -6 | -2 | -16 | -12 | -5 | 3 | -0.3 | 1.2 | 0
O=C1CCCCC1CCc1ccncc1 (stereo unspecified) | 1 | -3 | -2 | 3 | 1 | -3 | -7 | -0.4 | -1.3 | -6
COc1ccc(Cc2nnc(SCC(=O)Nc3nc(C)cs3)o2)cc1 | -1 | -5 | 0 | -3 | 1 | . | . | -1.1 | -1.3 | 4
COc1cccc(CNCc2ccc(C(=O)O)cc2)c1OC | 4 | -1 | -1 | -5 | -8 | 0 | . | 1.2 | 0.0 | 4
COc1ccccc1NC(=O)CSc1nc(C)c2c(c1C#N)CCCC2 | 5 | 0 | -2 | -2 | 9 | -1 | 2 | -0.3 | -1.4 | -4
Cn1ccc(C(=O)OCC(=O)c2ccccc2)n1 | 3 | -1 | -2 | -6 | . | . | -2 | -3.0 | -0.2 | 11
CCCCOc1ccc(-c2nnn(CC(=O)c3c[nH]c4ccccc34)n2)cc1 | -8 | -1 | -2 | -8 | 1 | -4 | 0 | 0.1 | 0.6 | -5
Cc1cc(C)cc(NC(=O)N2CCCN(c3c(Cl)cncc3Cl)CC2)c1 | -4 | 1 | 1 | 0 | 1 | 0 | -1 | -0.3 | 0.9 | 5
CC1CN(C(=S)Nc2ccc(Br)cc2Cl)CC(C)O1 (stereo unspecified) | 2 | 8 | 1 | -2 | -4 | 1 | . | 0.2 | -2.9 | 0
CCC(C(=O)Nc1ccc(N2CCOCC2)c(S(=O)(=O)Nc2ccccc2OC)c1)c1ccccc1 (stereo unspecified) | -2 | 3 | 2 | -4 | 7 | -3 | . | -0.8 | -5.4 | 2
COc1ccc(-c2cc(C(=O)Nc3ccc(C)cc3)no2)cc1 | -3 | 4 | 0 | -1 | -1 | -7 | 1 | -1.7 | 1.8 | 2
CSc1nc(Cl)cc(Nc2ccc(O)cc2)n1 | -5 | -6 | -1 | 3 | 20 | 38* | -1 | -2.9 | 0.5 | -4
C=C(CCC(=O)c1ccccc1)C(=O)c1ccccc1 | 2 | -17 | 1 | -7 | -5 | 60* | -1 | -1.8 | 0.3 | 0
O=C(CCN1C(=O)c2ccccc2C1=O)N(CCO)Cc1ccccc1 | -3 | -5 | 0 | -3 | 1 | -4 | -4 | -1.2 | -0.5 | 0
CCn1c(SCC(=O)N/N=C/C=C/c2ccco2)nc2ccccc21 | -1 | 4 | -7 | -4 | 5 | 2 | -13 | -1.8 | -1.3 | 3
S=C(c1ccc2c(c1)OCO2)N1CCCCCC1 | -5 | 21 | -3 | -5 | . | 3 | 3 | -0.2 | -1.0 | 6
Cc1cccc(OCCN2CSC(=S)N(C)C2)c1 | -4 | -2 | -4 | -5 | -22 | . | -8 | . | 0.8 | 0
CCOCc1nnc(NC(=O)c2ccco2)s1 | -3 | -6 | -1 | -4 | -10 | 3 | 0 | -1.6 | 1.0 | 0

Wnt act: what is marked active above
SMILES | Tat transport | Rtt109 Vps75 | V-ATPase pHluor | dFosB activator | MITF act | Wnt act | CAL PDZ FP-1 | CAL PDZ FP-2 | CDK5 p35 inh | RTF Ca sens act
CSc1nc(Cl)cc(Nc2ccc(O)cc2)n1 | -5 | -6 | -1 | 3 | 20 | 38* | -1 | -2.9 | 0.5 | -4
C=C(CCC(=O)c1ccccc1)C(=O)c1ccccc1 | 2 | -17 | 1 | -7 | -5 | 60* | -1 | -1.8 | 0.3 | 0

More entries follow:
SMILES | Tat transport | Rtt109 Vps75 | V-ATPase pHluor | dFosB activator | MITF act | Wnt act | CAL PDZ FP-1 | CAL PDZ FP-2 | CDK5 p35 inh | RTF Ca sens act
O=C1c2ccccc2C(=O)N1CCC(c1ccccc1)c1ccco1 (stereo unspecified) | 3 | 15 | 2 | -5 | . | 2 | -2 | -1.2 | -0.1 | 1
CC(Oc1cccc(NC(=O)c2cccs2)c1)C(=O)c1ccccc1 (stereo unspecified) | -1 | 13 | 4 | -3 | -1 | -1 | -4 | -0.8 | -1.0 | 1
Nn1c(SCC(=O)Nc2ccc(F)cc2F)nnc1C1CCCCC1 | -3 | -2 | -3 | 7 | . | . | 4 | 0.1 | -2.8 | -4
O=C(CSc1nc2ccccc2c(=O)n1-c1ccccc1Cl)NC1CCS(=O)(=O)C1 (stereo unspecified) | -3 | 1 | -1 | -7 | -10 | 1 | 14 | -0.9 | -0.1 | -2

3 structures out of the list, sorted by formula weight, ascending.
SMILES | Tat transport | Rtt109 Vps75 | V-ATPase pHluor | dFosB activator | MITF act | Wnt act | CAL PDZ FP-1 | CAL PDZ FP-2 | CDK5 p35 inh | RTF Ca sens act
Cc1cccc(OCCN2CSC(=S)N(C)C2)c1 | -4 | -2 | -4 | -5 | -22 | . | -8 | . | 0.8 | 0
O=C1c2ccccc2C(=O)N1CCC(c1ccccc1)c1ccco1 (stereo unspecified) | 3 | 15 | 2 | -5 | . | 2 | -2 | -1.2 | -0.1 | 1
Nn1c(SCC(=O)Nc2ccc(F)cc2F)nnc1C1CCCCC1 | -3 | -2 | -3 | 7 | . | . | 4 | 0.1 | -2.8 | -4
